Source: PubChem
aSyn tox rescue – alpha-synuclein toxicity suppression in yeast; actives 0.02% (n = 94,000); Potency, µM (series often up to 46.1 µM), without a hit: at the highest dose growth rescue (activation), hits mostly activators; S. cerevisiae alpha-synuclein toxicity rescue, BacTiter-Glo growth, 24 h; active = well fitted activation curve with a large enough effect; inconclusive = small, poorly fitted or top-dose-only effect; also: 0% is about no effect
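Growth restoration measured by BacTiter-Glo luminescence after 24 hr at 30 deg C; alpha-synuclein yeast, raffinose-pregrown to mid-log, were added at OD600=0.02 in galactose medium onto pinned compounds.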
* = called active by the depositor; ? = inconclusive; [ ] = another dose, or the depositor's remark. Potency is read from the fitted curve at half-maximal effect.

SMILES	aSyn tox rescue
CC(C)(C)OC(=O)N1CCC(c2c(C(=O)NCCN3CCC(Cc4ccccc4)CC3)cnn2-c2ccc(F)cc2)CC1	4%
CCN1C(=O)c2cccc3c(S(=O)(=O)Nc4ccccc4O)ccc1c23	12%
Cc1nn(C)cc1CN(C)C(=O)C1CCC(=O)N(CCc2cccc(F)c2)C1 (configuration not stated)	-8%
Cc1cc(C)n2nc(SCC(=O)Nc3cccc(C(F)(F)F)c3)nc2n1	-9%
Cc1ccc(S(=O)(=O)N(C)C)cc1NC(=O)C1CCCN(C(=O)c2ccc(Cl)cc2)C1 (configuration not stated)	14%
COCCN(C(=O)COC(=O)CSc1ccccc1)c1c(N)n(Cc2ccccc2)c(=O)[nH]c1=O	-1%
Cc1ccc(CNC(=O)c2ccc(NC(=O)N3CCSc4ncccc43)cc2)cc1	-1%
CCOc1ccc(CCNC(=O)C2CCN(c3ncnc4c3nc3n4CCCCC3)CC2)cc1	-13%
CCOc1ccc(/C=C/c2nc(C#N)c(N3CCCCCC3)o2)cc1	4%
COc1ccc(NS(=O)(=O)c2ccc(-n3cccn3)cc2)cc1OC	-6%
Cc1ccc(CCNC(=O)c2ccc3c(c2)N(Cc2ccccc2)C(=O)c2ccccc2S3=O)cc1 (configuration not stated)	-15%
CCOCCCNC(=O)C(c1ccc(C)cc1)N(Cc1cccs1)C(=O)c1ccccc1O (configuration not stated)	-7%
O=C(Cn1c(=O)n(Cc2cccs2)c(=O)c2cccnc21)Nc1ccccc1F	-4%
O=C(Cn1c(=O)nc(-c2ccccc2)c2cc(Cl)ccc21)NCc1ccc(Cl)cc1	-4%
O=C(Nc1ccc(Cl)cc1)c1cc(S(=O)(=O)NC2CCCCCC2)ccc1F	?
O=C(Nc1ccccc1Cl)c1sc2cccc(Cl)c2c1Cl	2%
CN(C(=O)Cn1c(=O)n(CCC(=O)NCc2ccc3c(c2)OCO3)c(=O)c2sccc21)c1ccccc1	5%
Cc1nc(-c2ccccc2)sc1-c1ccc(SCC(=O)Nc2ccccc2)nn1	-5%
CC(=O)N1CCc2nc3sc(C(=O)Nc4ccc(Cl)cc4F)c(N)c3c(C(F)(F)F)c2C1	4%
O=C(CNC(=O)c1ccc2c(c1)S(=O)(=O)N=C1CCCCCN12)Nc1ccc(F)c(F)c1	-7%
Cc1ccc(SCc2nc(-c3ccc(C(=O)Nc4cc(C)ccc4C)cc3)oc2C)cc1	-17%
CC(=O)c1c(C)[nH]c(C(=O)NNC(=O)COc2ccc(Cl)cc2C)c1C	0%
CSc1ccc(Cl)c(C(=O)NNC(=O)c2csc(N3CCOCC3)n2)c1	-7%
Cc1cc(C)c(NC(=O)Nc2sc3nc4n(c(=O)c3c2C)CCC(C)CC4)c(C)c1 (configuration not stated)	0%

Part of the list above, as labelled records:
CC(=O)N1CCc2nc3sc(C(=O)Nc4ccc(Cl)cc4F)c(N)c3c(C(F)(F)F)c2C1
  aSyn tox rescue: 4%
O=C(CNC(=O)c1ccc2c(c1)S(=O)(=O)N=C1CCCCCN12)Nc1ccc(F)c(F)c1
  aSyn tox rescue: -7%

More entries
SMILES	aSyn tox rescue
COc1ccc(N(Cc2nnc3n2CCCCC3)C(=O)Nc2cccc(C)c2)cc1Cl	-2%
O=C(NCc1cccs1)C1CCC(CNS(=O)(=O)c2ccccc2)CC1 (configuration not stated)	4%
CCOc1ccc(S(=O)(=O)Nc2cccc(C(=O)N3CCN(C(C)=O)CC3)c2)cc1	1%
CCOC(=O)c1c(C)[nH]c(C)c1S(=O)(=O)N(C)CC(=O)Nc1ccc(OC)cc1	4%
CSc1oc(-c2ccc(F)cc2)nc1S(=O)(=O)c1ccc(F)cc1	-1%
Clc1nnc(NC2CCCCC2)c(Cl)c1Cl	4%
COc1ccc(OCCC(=O)OCC(=O)Nc2cccc(Br)c2)cc1	-2%
Cc1ccc(C)c(OCCC(=O)OCC(=O)NCCNC(=O)COC(=O)CCOc2cc(C)ccc2C)c1	7%
CCN(CC)S(=O)(=O)c1nnc(NC(=O)c2ccc(Br)cc2)s1	-11%
Fc1ccc(CNc2nc3ccc(Cl)cc3n3nnnc23)cc1	-50%[inhibitor]
Cc1ccc(S(=O)(=O)N(C)C)cc1NC(=O)CSc1ccc2c(c1)OCCO2	8%
Cc1cc(NC(=O)c2n[nH]c(=O)c3ccccc23)ccc1Br	-7%
Cc1nc2ccc(C(=O)N3CCN(Cc4ccccc4)CC3)cc2[nH]1	-3%
CNc1ncnc2c1cnn2-c1ccc(C)c(C)c1	-2%
Cn1nc(C(F)(F)F)cc1Oc1ncc(C(F)(F)F)cc1Cl	-5%
O=C(NNC(=O)C1CC=CCC1C(=O)O)c1ccc(Cl)cc1 (configuration not stated)	13%
CCOC(=O)C1CCN(C(=O)Cn2nc(CC)n3c(cc4occc43)c2=O)CC1	-2%
Cc1ccc(C)c(CS(=O)(=O)c2cn(CC(=O)N(C(C)C)C(C)C)c3ccccc23)c1	1%
CCN1CCN(C(=O)c2cc(S(=O)(=O)N3CC(C)CC(C)C3)ccc2Cl)CC1 (configuration not stated)	8%
O=[N+]([O-])c1c(N2CCN(CCO)CC2)nc2ccccn12	8%
CC(=O)C1=C(NC(=O)c2ccc(C(F)(F)F)cc2)C[C@@H]2[C@H]1C2(C)C	-10%
COc1ccccc1NC(=O)c1cccc(S(=O)(=O)N2CCCCCC2)c1	0%
CCCCCn1c(=O)[nH]c2cc(C(=O)NC(C)CC)ccc2c1=O (configuration not stated)	0%
CN1CCc2c(sc(NC(=O)C3CCCCC3)c2C(N)=O)C1	1%

Continued, overlapping the part above by 3 compounds.
SMILES	aSyn tox rescue
COc1ccccc1NC(=O)c1cccc(S(=O)(=O)N2CCCCCC2)c1	0%
CCCCCn1c(=O)[nH]c2cc(C(=O)NC(C)CC)ccc2c1=O (configuration not stated)	0%
CN1CCc2c(sc(NC(=O)C3CCCCC3)c2C(N)=O)C1	1%
CC(C)CC1C(=O)N(Cc2cn(Cc3ccco3)nn2)CCS(=O)(=O)N1Cc1ccc(-c2ccc(Cl)c(Cl)c2)cc1 (configuration not stated)	2%
CC1=C(C#N)C(C)(C)C(C#N)=C(C)N1	-4%
COc1ccccc1N1CCN(Cc2nc3ccccc3[nH]2)CC1	-6%
COC(=O)c1ccc(/C=N/n2c(C)nc3ccccc3c2=O)cc1	-3%
COc1ccc(CNC(=O)CSCc2ccc(C)cc2)c(OC)c1	8%
CN(C)CCNC(=O)c1ccc2c(c1)NC(=O)C(CS(=O)(=O)Cc1cccc(Br)c1)N2 (configuration not stated)	-5%
CCOC(=O)c1c(C)oc2ncnc(N3CCN(c4ccccc4OC)CC3)c12	-11%
O=C(O)/C=C/C(=O)N(CC1CCCO1)C1CC(=O)N(c2c(Cl)cccc2Cl)C1=O (configuration not stated)	-7%
O=C(O)c1ccc(Cl)c(S(=O)(=O)Nc2ccccc2C(=O)Nc2ccc(Cl)cc2)c1	-4%
Cc1nn(-c2ccccc2)c(-n2cccc2)c1C(=O)NCc1ccccc1Cl	-3%
Cc1ccsc1/C=C1\CCC(C2CCCC2)C1=O (configuration not stated)	-3%
COc1ccc(CCN2C(=O)N(c3ccccc3)C(=O)C2CC(=O)Nc2ccccc2)cc1 (configuration not stated)	1%

2 of the compounds above, with bars between the fields:
SMILES | aSyn tox rescue
CC1=C(C#N)C(C)(C)C(C#N)=C(C)N1 | -4%
Cc1nn(-c2ccccc2)c(-n2cccc2)c1C(=O)NCc1ccccc1Cl | -3%

Further results follow:
SMILES	aSyn tox rescue
C[C@@H]1CN([C@@H](C)CO)C(=O)c2cc(Br)cnc2O[C@H]1CN(C)Cc1cccc(C(=O)O)c1	3%
COc1ccc(CN2C(=O)C(CC(=O)NCC3CCCCC3)CC(C(=O)N(C)C)=C2C)cc1 (configuration not stated)	9%
C=Cc1cnc([N+](=O)[O-])n1C	4%
CCCCn1c(=N)n(CCCOc2ccc(F)cc2)c2ccccc21	6%
Cc1ccc(-n2ncc(C(=O)NC3CCCC3)c2C2CCN(C(=O)OC(C)(C)C)CC2)c(C)c1	5%
Cc1nc2c(C(F)(F)F)cccc2c2c1CCS2	14%
C[C@H](CO)N1C[C@H](C)[C@@H](CN(C)C(=O)c2cc(-c3ccccc3)on2)OCc2cn(nn2)CCCC1=O	-1%
CCC(=O)Nc1nc2c(OC)ccc(OC)c2s1	-7%
CC(C)Oc1ccc(CNC(=O)Nc2ccc3c(c2)N(C)C(=O)c2ccccc2S3)cc1	-10%
CN1CCc2c(sc3nc(NN)n(-c4ccc(Cl)cc4)c(=O)c23)C1	-12%
CCOc1ccc(-c2cc3c(=O)n(CC(=O)Nc4c(C)cccc4C)ccn3n2)cc1	-3%
CC(C)c1ccccc1NS(=O)(=O)c1cccs1	22%
Cc1oc(-c2ccc(C(=O)NCc3ccccc3Cl)cc2)nc1CN1CCc2ccccc21	4%
CCOC(=O)c1cc2c(=O)n3ccccc3nc2n(Cc2ccco2)c1=NC(=O)c1c(F)cccc1Cl	2%
C[C@@H]1CN([C@@H](C)CO)C(=O)CCCn2nncc2CO[C@@H]1CN(C)S(=O)(=O)c1ccc(-n2cccn2)cc1	6%
COc1ccc(OC)c(NC(=O)C(C)n2nc(C)c3c(C)n(-c4ccccc4)nc3c2=O)c1 (configuration not stated)	3%
Cc1ccc(-c2nc(CS(=O)(=O)CC(=O)NC(C)CCc3ccccc3)c(C)o2)cc1 (configuration not stated)	?
Cc1cc2nc(CS(=O)(=O)c3ccccc3)cc(=O)n2[nH]1	0%
COc1cccc(NC(=O)C(Cc2ccccc2)NS(=O)(=O)c2ccc3c(c2)oc(=O)n3C)c1 (configuration not stated)	-9%
CCC(C)(C)NC(=O)C(c1ccc(C)cc1)N(CCN1CCOCC1)C(=O)CNC(=O)c1cccs1 (configuration not stated)	-10%
CCCCN(CC)CCCNC(=O)Cn1ncc2c3ccccc3n(Cc3ccc(F)cc3)c2c1=O	4%
COC(=O)c1c(NC(=O)c2ccc(S(=O)(=O)N3CC(C)OC(C)C3)cc2)sc2c1CCN(C)C2 (configuration not stated)	-1%
CCOC(=O)CC(NC(=O)Cn1nnc(-c2ccc(C(F)(F)F)cc2)n1)c1ccc(OC)cc1 (configuration not stated)	6%
Cc1ccc(-c2nnc(Nc3ccc(Cl)cc3)c3ccccc23)cc1S(=O)(=O)NCC1CCCO1 (configuration not stated)	-1%
CCCc1nn2c(=O)cc(COC(=O)c3ccccc3NC(=O)c3ccc(OCC)cc3)nc2s1	-2%
O=[N+]([O-])c1c(Nc2ccccn2)cc(Cl)c2nonc12	-76%[inhibitor]
COc1ccc(-n2nnnc2CNC(=O)C(=O)c2c[nH]c3ccccc23)cc1	-5%
Cc1c(NC(=O)c2ccc(S(=O)(=O)N3CCOCC3)cc2)c(=O)n(-c2ccccc2)n1C	-6%
CS(=O)(=O)N1CCN(C(=O)COc2ccccc2)CC1	2%
C[C@H](CO)N1C[C@H](C)[C@@H](CN(C)S(=O)(=O)c2ccccc2)OCCCC[C@H](C)Oc2ccc(NC(=O)CCC(F)(F)F)cc2C1=O	8%
CCC1Oc2ccccc2N(CC(=O)N2CC(C)CC(C)C2)C1=O (configuration not stated)	3%
Cc1ccc(C)c(N2CCN(C(=O)CCC(=O)Nc3ccc4nc(N5CCCCC5)cc(C)c4c3)CC2)c1	-9%
Cc1nc2c(C)cccn2c(=O)c1NC(=O)c1cccs1	6%
O=C(NCc1ccccc1)c1nnc(Cc2cccc(F)c2)o1	-6%
O=C(Cc1ccc(F)cc1)N/N=C/c1ccncc1	7%
O=C(Cn1c(=O)n(Cc2nc(-c3ccccc3)no2)c(=O)c2ccccc21)Nc1cccc(Cl)c1	-3%

Molecules from the list above containing a nitro group on carbon:
SMILES	aSyn tox rescue
O=[N+]([O-])c1c(N2CCN(CCO)CC2)nc2ccccn12	8%
C=Cc1cnc([N+](=O)[O-])n1C	4%
O=[N+]([O-])c1c(Nc2ccccn2)cc(Cl)c2nonc12	-76%[inhibitor]

Next part.
SMILES	aSyn tox rescue
Cc1nnc(SCc2nc3sc4c(c3c(=O)[nH]2)CCCC4)n(N)c1=O	0%
Cc1ccc(CNC(=O)CCS(=O)(=O)c2cc3c(cc2Cl)NC(=O)CO3)o1	-3%
Cc1ccsc1/C=N/Nc1nc2ccccc2s1	-3%
Cc1ccc(CNC(=O)CS(=O)Cc2nc(-c3ccccc3C)oc2C)cc1 (configuration not stated)	9%
Cc1ccc(CNC(=O)C(=O)NCC(c2ccc3c(c2)OCO3)N2CCOCC2)cc1 (configuration not stated)	1%
CCOC(=O)c1c(C)[nH]c(C)c1S(=O)(=O)N1CCCC(C(=O)NCc2ccccc2Cl)C1 (configuration not stated)	0%
Cc1cc(C)cc(OC(C)C(=O)Nc2nc3c(s2)CCCC3)c1 (configuration not stated)	7%
O=C(OCC1CCCO1)c1ccc2c(c1)N(Cc1cccc(F)c1)C(=O)c1ccccc1S2(=O)=O (configuration not stated)	7%
O=C(NCc1ccco1)c1ccc2c(c1)N(Cc1c(F)cccc1Cl)C(=O)c1ccccc1S2	5%
CCN(CCCNC(=O)c1ccc(Sc2ccc(C)cc2)c(NC(C)=O)c1)c1cccc(C)c1	9%
COC(=O)c1c(NC(=O)C2C3CCC(C3)C2C(=O)O)sc2c1CCCCC2 (configuration not stated)	11%
C[C@@H]1CN([C@H](C)CO)C(=O)c2cc(/C=C/c3ccccc3)cnc2O[C@H]1CN(C)C(=O)NC1CCCCC1	0%
O=S(=O)(NCCc1ccccc1)c1cccs1	5%

Not all compounds are listed; rates above refer to the full screens.
